Screening data deposited in PubChem by Sanford-Burnham Center for Chemical Genomics.
KOR beta-arrestin-1 = KOR agonists, beta-arrestin recruitment, primary screen, cell-based, luminescence, uHTS (AID 1777); actives 0.02% (n = 280,000); activation, % at 10 µM; hits with a dose series show EC50 in µM; Kappa-type opioid receptor (Homo sapiens); KOR beta-arrestin recruitment, luminescence; higher % means a stronger effect; in the data active means activation above about 50%, passing the limit was not always enough; further: a part of the inactive calls stands beside numbers as strong as those of hits
SIAH1 antagonists = Siah-1 peptide-binding antagonists, primary screen, biochemical, fluorescence polarization, rhodamine-plectin, uHTS (AID 1817); one-dose displacement, % at 20 µM; IC50 in µM for titrated hits; Siah-1 / rhodamine-plectin peptide fluorescence polarization; higher % means a stronger effect; actives 0.02% (n = 290,000); E3 ubiquitin-protein ligase SIAH1 (Homo sapiens);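 active means displacement of at least 50% at 20 µM, with a fluorescence ratio check between 0.3 and a set limit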;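 further: plate controls were Siah plus tracer with DMSO for no effect and tracer alone without Siah for full effect; strong numbers were not always called active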
GPR55 beta-arrestin = GPR55 agonists via beta-arrestin recruitment, primary screen, imaging, U2OS cells, beta-arrestin-GFP redistribution (AID 1961); G-protein coupled receptor 55 (Homo sapiens); U2OS GPR55 beta-arrestin-GFP redistribution imaging; higher % means a stronger effect; one-dose activation, % at 10 µM; EC50 in µM for titrated hits; actives 0.048% (n = 290,000);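 active means activation above 40% with more than 50 cells counted in the well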;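 further: U2OS osteosarcoma cells stably expressing GPR55 and beta-arrestin-GFP; plate controls were DMSO negative control for no effect and LPI positive control for full effect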
AID2073 = inhibitors of Mint1-CaV2.2 protein interaction, biochemical, HTRF (AID 2073); Voltage-dependent N-type calcium channel subunit alpha-1B (Homo sapiens); HTRF protein-protein interaction, Mint1-CaV2.2; higher % means a stronger effect; inhibition, % at 20 µM; hits with a dose series show IC50 in µM; actives 0.19% (n = 290,000); in the data active means inhibition mostly above about 51%, no sharp cut-off; further: some results filed as inactive read as strong as hits
GPR55 antagonists = GPR55 antagonists blocking LPI-driven arrestin recruitment, primary screen, imaging, U2OS, beta-arrestin-GFP, LPI agonist (AID 2013) | one-dose inhibition, % at 10 µM; IC50 in µM for titrated hits | U2OS GPR55 beta-arrestin-GFP translocation imaging, LPI antagonism; higher % means a stronger effect | actives 0.13% (n = 290,000);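 active means spots per cell inhibited over 60%, with over 100 cells counted and total cytoplasm intensity under 500,000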;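 further: U2OS cells stably carrying GPR55 and arrestin-GFP stimulated by 5 µM LPI near EC80; imaged beta-arrestin-GFP aggregate spots per cell after agonist stimulation; plate controls were LPI-stimulated DMSO wells for no effect and DMSO wells without LPI for full effect; some results filed as inactive read as strong as hits; confirmed hits need IC50 under 10 µM and bright autofluorescent wells are also inconclusive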
HIV peptide binding = inhibitors of HIV fusion peptide binding, primary screen, biochemical, uHTS, fluorescence dequenching (AID 1986). inhibition, % at 20 µM; hits with a dose series show IC50 in µM. actives 0.3% (n = 290,000). cell-free peptide binding, fluorescence dequenching, 30 min; higher % means a stronger effect; in the data active means inhibition mostly above about 52%, no sharp cut-off; inactive means mostly below about 76%; further: some results filed as inactive read as strong as hits
NOD1 NF-kB reporter = NOD1 signaling inhibitors, primary screen, cell-based, luminescence, uHTS (AID 1578); NOD1-driven NF-kB luciferase reporter cells, luminescence; higher % means a stronger effect; inhibition, % at 4 µM, or EC50 in µM where a hit was titrated; actives 1% (n = 290,000); in the data active means inhibition mostly above about 36%, no sharp cut-off; inactive means mostly below about 34%;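 further: HEK-293T reporter cells stimulated with the NOD1 agonist gamma-tri-DAP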
KOR beta-arrestin-2 = KOR antagonists, beta-arrestin recruitment, cell-based, luminescence, uHTS (AID 1778). KOR beta-arrestin recruitment, luminescence, antagonist mode; higher % means a stronger effect. inhibition, % at 10 µM; hits with a dose series show IC50 in µM. actives 0.091% (n = 290,000); in the data active means inhibition above about 50%; further: strong numbers were not always called active
GPR35 antagonists = GPR35 antagonists blocking zaprinast-driven arrestin recruitment, primary screen, imaging, U2OS, beta-arrestin-GFP, zaprinast agonist (AID 2058); G-protein coupled receptor 35 (Homo sapiens); inhibition, % at 10 µM; hits with a dose series show IC50 in µM; actives 0.052% (n = 290,000); U2OS GPR35 beta-arrestin-GFP translocation imaging, zaprinast antagonism; higher % means a stronger effect;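 active means inhibition of at least 50% with at least 30 cells and total cytoplasm GFP at most 10,000,000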
* = called active by the depositor; . = no result given; [ ] = remark or other dose. This is a subset; the hit share may differ from the screen's.

Each structure is followed by: KOR beta-arrestin-1 | SIAH1 antagonists | GPR55 beta-arrestin | AID2073 | GPR55 antagonists | HIV peptide binding | NOD1 NF-kB reporter | KOR beta-arrestin-2 | GPR35 antagonists
> CCc1cc(=O)oc2cc(OCC(=O)N3C[C@H]4C[C@@H](C3)c3cccc(=O)n3C4)c(Cl)cc12
→ -2.3% | 1.3% | -0.2% | 5.3% | -10.3% | 1.2% | -26.4% | -1.3%[20 µM] | -1.4%
> OCC12COC3c4ccccc4C(OC1)N32 (stereo not drawn)
→ -2.8% | -0.5% | 0.6% | -10.1% | -5.4% | 1.4% | -37.4% | -17.4% | -2.6%
> COc1ccccc1N=Nc1c(O)[nH]c(=S)[nH]c1=O
→ -8.0% | 0.4% | 0.1% | -13.9% | -3.4% | 34.8% | -52.6% | 0.3% | -9.9%
> CN1C(=O)C(=Cc2ccccc2OS(=O)(=O)c2ccccc2)C(=O)N(C)C1=O
→ 1.4% | 0.6% | -0.1% | 23.8% | -6.0% | 0.6% | -22.7% | -8.0% | 0.3%
> Cc1cccc(NP(=O)(Oc2ccccc2F)Oc2ccccc2F)c1
→ 15.4% | 5.9% | 0.2% | 1.4% | 26.5% | -2.1% | -20.4% | -3.7% | 5.0%
> Clc1ccc2c(c1)C(OC1CN3CCC1CC3)c1ccccc1CS2 (stereo not drawn)
→ 2.1% | 3.9% | 0.5% | -7.6% | 8.4% | -0.2% | -19.9% | . | 19.8%
> Cc1ccc(-c2nn(CCC#N)cc2C(=O)O)cc1C
→ -5.6% | 8.9% | -0.3% | 4.7% | 18.4% | 0.6% | -15.2% | -4.2% | -6.1%
> CC(=NCCN1CCCCC1)c1c(O)n(-c2ccc(Cl)cc2)c(=O)[nH]c1=O
→ -2.5% | -2.7% | -0.1% | -2.1% | 12.4% | 1.4% | -16.4% | 9.1% | 11.5%
> Brc1ccc2[nH]cc(/C=N/N3CCCCC3)c2c1
→ 4.4% | 17.2% | 0.0% | -7.3% | -4.3% | -1.5% | -10.3% | 12.9% | 8.1%
> O=C1NC(=O)C(=Cc2ccc(-c3cc(Cl)ccc3[N+](=O)[O-])o2)C(=O)N1
→ -7.1% | -7.0% | -0.2% | 4.58µM* | -4.4% | 19.4% | -9.7% | -24.3% | 40.5%
> CCOC(=O)c1[nH]ncc1CN1CCCC(C(=O)c2cccc(Cl)c2)C1 (stereo not drawn)
→ 4.8% | 5.5% | 0.4% | 26.3% | -4.3% | -1.6% | -5.2% | 17.5% | 3.5%
> N#CC(C#N)=C(N)c1cccnc1
→ -6.5% | 0.6% | -0.1% | -6.7% | -6.4% | -1.6% | -17.2% | -28.1%[20 µM] | 13.3%
> CC(=O)N1N=C2C3CCN(CC3)C2C1c1ccccc1 (stereo not drawn)
→ 2.2% | -0.6% | 0.0% | 3.2% | -22.1% | -0.9% | -15.5% | -16.1% | -8.1%
> Cc1cc(C)cc(OCC(=O)Nc2nc3ccc([N+](=O)[O-])cc3s2)c1
→ -1.0% | -1.8% | -0.1% | 37.2% | 5.4% | 33.0% | 4.56µM* | 0.3% | -5.9%
> COc1ccc(/C=C/C(=O)NC(=S)N2C[C@H]3C[C@H](C2)c2cccc(=O)n2C3)cc1
→ -5.8% | 0.4% | 1.1% | -4.2% | 1.5% | -0.9% | -29.8% | -10.2%[20 µM] | 5.7%
> CN(C)C(Cc1ccccc1)C(=O)c1c[nH]c2ccccc12 (stereo not drawn)
→ -1.7% | -2.8% | -0.1% | 5.1% | 4.2% | 0.8% | -4.2% | 12.1% | -3.9%
> O=C(C1c2ccccc2C(=O)N2CCc3ccccc3C12)N1CCC2(CC1)OCCO2 (stereo not drawn)
→ -1.5% | -4.4% | -0.1% | -2.1% | 10.7% | -2.3% | 14.5% | -26.2% | 18.9%
> O=C1/C(=C\c2ccc(Cl)c(Cl)c2)N2CCC1CC2
→ 3.0% | -2.1% | 0.2% | -23.9% | -9.1% | -0.4% | -6.6% | -13.5% | -0.3%
> CN1C(=O)N(C)C(=O)C2(Cc3c(ccc4ccccc34)N(C)C2)C1=O
→ 3.6% | 0.4% | -0.1% | -1.5% | -1.3% | -0.8% | -7.9% | -8.9% | 24.5%
> CC(=NCCCO)c1c(O)n(Cc2ccccc2)c(=O)[nH]c1=O
→ -6.0% | -2.3% | -0.1% | -5.6% | 1.4% | -0.6% | -20.5% | 1.3% | -4.2%
> COc1cc(/C=C2\C(=O)NC(=O)N(CCc3ccc(F)cc3)C2=O)ccc1O
→ -1.1% | 9.2% | 0.2% | 12.3% | 8.5% | 88.7% | 5.7% | 17.0% | 20.0%
> O=C(Nc1cccc2ccccc12)c1nn(C23CC4CC(CC(C4)C2)C3)cc1Br
→ 0.0% | -3.7% | 0.3% | 13.5% | 19.1% | -2.3% | 27.2% | -6.0% | 30.5%
> CCOP(=O)(OCC)C(NC(=O)c1cccc2ccccc12)C(Cl)(Cl)Cl (stereo not drawn)
→ 3.7% | -2.2% | -0.1% | -0.8% | -2.2% | -1.0% | -20.6% | 11.3% | 17.3%
> COc1ccc(-c2nc(CS(=O)CC(=O)N3CCC4(CC3)OCCO4)c(C)o2)cc1 (stereo not drawn)
→ -1.3% | 0.3% | -0.1% | -23.6% | 4.9% | 0.8% | -9.3% | -20.3% | -4.2%
> Cc1ccc(N2C(=O)NC(=O)/C(=C\c3cccn3C(C)(C)C)C2=O)cc1
→ -2.1% | 2.2% | 0.9% | 10.9% | -20.2% | 26.7% | -8.2% | -40.7%[20 µM] | 3.8%
> Cc1ccc(CN2C3CCCC2CC(NC(=S)NCc2ccccc2)C3)cc1 (stereo not drawn)
→ 1.9% | 7.0% | -0.3% | 4.7% | 16.8% | -0.7% | -33.0% | 41.6% | 11.4%
> Cc1ccc(-n2c(O)c(C=NCCCn3ccnc3)c(=O)[nH]c2=O)cc1
→ 1.8% | 4.4% | -0.6% | 8.1% | -7.7% | 1.3% | -1.0% | 15.1% | -5.5%
> CN(C)CP(=O)(O)CN(C)C=O
→ -1.6% | -1.4% | 0.2% | 2.5% | 5.3% | -1.9% | 1.9% | -3.9% | 5.6%
> c1ccc(C2OCCN3CCCCC23)cc1 (stereo not drawn)
→ -3.1% | -5.5% | -0.1% | -7.0% | 15.5% | -2.1% | 35.8% | -12.6% | 7.8%
> COc1ccc(N=Cc2c(O)n(Cc3ccccc3)c(=S)[nH]c2=O)c(OC)c1
→ 5.8% | -3.1% | 1.2% | 33.9% | 7.9% | 10.9% | -17.7% | -13.0% | 3.9%
> Cn1c(O)c(/C=N/NC(=O)c2ccncc2)c(=O)[nH]c1=S
→ 0.8% | -2.5% | 0.2% | -4.9% | 0.3% | 15.6% | -1.2% | -14.6% | -5.8%
> N=C1SCC(=O)N1Cc1ccccc1
→ -4.9% | -1.9% | 0.6% | 23.3% | -4.0% | -0.4% | -14.4% | -20.7% | -0.8%
> OC(c1ccc(F)cc1)(c1ccc(F)cc1)[C@@H]1CCCN1
→ 0.3% | 2.2% | 0.0% | -6.9% | 5.2% | -1.9% | -53.1% | 4.3% | 7.6%
> CCN(CC)c1ccc(C=C2C(=O)NC(=S)NC2=O)cc1
→ 0.3% | -0.2% | 0.3% | 43.4% | -8.1% | 35.2% | -6.2% | 12.2% | 13.8%
> C[C@H]1CCCC(=O)CCCCCc2cc(O)cc(O)c2C(=O)O1
→ -0.2% | -6.4% | -0.2% | 1.8% | 2.2% | -0.1% | 10.7% | 9.1% | -21.4%
> CCOP(=O)(OCC)/C(C#N)=C/c1ccoc1
→ 4.7% | 6.5% | -0.1% | 3.4% | 9.4% | 13.5% | -3.1% | 32.1% | 11.8%
> Cc1ccc(C)c(NP(=O)(Oc2ccccc2)Oc2ccccc2)c1
→ 1.8% | -5.9% | 0.0% | 3.9% | 11.1% | 1.4% | 48.1%* | -87.2% | -15.5%
> O=c1c(C=NCc2cccs2)c(O)n(C2CCCCC2)c(=O)n1C1CCCCC1
→ -1.7% | 4.4% | 0.0% | 9.2% | 8.2% | 2.7% | 12.6% | 19.1% | -14.8%
> Nc1c(C(=O)NCc2ccco2)c2nc3ccccc3nc2n1CCN1CCOCC1
→ -1.9% | 0.0% | -0.1% | 31.0% | 20.0% | 0.4% | 1.8% | 35.9% | -10.2%
> Cc1ccc(CN2CCCC(C(=O)c3cccc(C(F)(F)F)c3)C2)o1 (stereo not drawn)
→ -2.3% | 2.7% | -0.2% | -18.6% | 32.6% | -1.1% | -7.4% | -3.9% | 7.6%
> Oc1ccc2c3c1O[C@H]1c4oc5ccccc5c4C[C@@]4(O)[C@@H](C2)N(CC2CC2)CC[C@]314
→ 5.6% | -3.1% | 0.4% | 14.8% | -23.4% | -1.5% | -4.9% | 0.699µM* | 3.5%
> COC(=O)C(=O)N1CC2(C)CNCC(C)(C1)C2=O
→ -3.1% | 17.8% | 0.3% | -4.1% | 5.8% | -0.9% | -33.7% | 7.5% | -8.4%
> COc1ccc2nc(NC(=O)CCc3nc(C4=CCN(C)CC4)no3)sc2c1
→ -1.2% | 2.1% | -0.2% | -1.6% | -1.8% | -1.1% | -26.1% | 4.1% | 3.2%
> NC(=O)CN1CC(c2ccccc2)CC1=O (stereo not drawn)
→ -0.2% | 3.6% | 0.2% | -4.8% | 3.6% | 2.4% | 3.2% | -4.1% | 9.6%
> Fc1ccccc1CNC1CN2CCC1CC2 (stereo not drawn)
→ . | 2.3% | 0.8% | -6.3% | 25.2% | 0.6% | -7.4% | 7.0%[20 µM] | 13.9%
> Nc1c(C(=O)NCc2ccco2)c2nc3ccccc3nc2n1Cc1ccc(F)cc1
→ 5.6% | -2.7% | -0.5% | 23.2% | 2.2% | 9.3% | -3.0% | 9.2% | -8.3%
> COc1cc(C[C@@H](C)N)c(OC)cc1I
→ -3.2% | 3.6% | 0.4% | 4.9% | -5.8% | 0.6% | 2.4% | 15.2% | 0.1%
> CCN(CC)CCCN=Cc1c(O)n(-c2ccccc2F)c(=O)[nH]c1=O
→ 0.5% | -1.2% | -0.3% | 7.2% | -8.7% | -2.1% | -17.1% | 13.1% | 3.3%
> COCCNC(=O)CN1C(=O)C(C)N=C(c2ccccc2)c2cc(Cl)ccc21 (stereo not drawn)
→ 1.6% | 3.5% | -0.2% | 9.7% | 1.7% | -2.6% | 7.1% | -15.4% | -1.9%
> COc1ccc(N2C(=O)CC(=O)NC2=O)cc1
→ -1.7% | -3.0% | -0.1% | 11.6% | 6.1% | 16.9% | -15.6% | -21.8% | 5.9%
> O=C(N/N=C/c1c(O)n(CCC2=CCCCC2)c(=S)[nH]c1=O)c1ccccc1
→ 2.9% | -5.9% | -0.4% | 7.7% | 0.8% | 88.9% | -33.7% | 17.0% | -8.0%
> O=c1c2ccccc2[nH]c(=S)n1-c1cccnc1
→ -1.1% | -2.3% | -0.1% | -45.1% | 11.1% | -0.8% | -13.4% | 19.1% | 7.8%
